Screens from PubChem BioAssay.
TAG inh – reduces triacylglycerol accumulation in H9c2 cells; Nile Red lipid (TAG) fluorescence; cells loaded with 200 µM oleic acid; inhibition, % at 12.5 µM; 230,000 compounds, 0.66% hits; AID 651582;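 active = pattern-corrected inhibition of lipid staining of at least 50% with the nuclear-stain viability signal not falling by more than 50%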;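 note: 0% = DMSO wells and 100% = triacsin C control wells; some results filed as inactive read as strong as hits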
TAG inh DAPI viability – recorded beside TAG inh, whose call it bears; DAPI nuclei signal change (viability), lower = more cytotoxic, %;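 whole-well DAPI fluorescence read on a plate reader as a viability signal; minus 50 percent equals half of cells still viable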
* hit, by the source's call; & = joins results of further samples.

SMILES | TAG inh | TAG inh DAPI viability
CCc1ccc2c(COC(=O)C3CC(=O)N(CCc4ccccc4)C3)cc(=O)oc2c1 (configuration not stated) | -1.7 | 2.8
C/C(CC(=O)Nc1ccc([N+](=O)[O-])cc1)=N/NC(=O)C1CC12CCC2 (configuration not stated) | 5.6 | 7.6
Cc1cccc(C(=O)N[C@H](C(=O)OCC(=O)NC(=O)c2cccn2C)C(C)C)c1 | 8.1 | -4.9
O=[N+]([O-])c1cccc(C(=NCc2ccccc2)NO)c1 | 8.7 | -9.8
CC(=O)c1cc(C(=O)N2CCCC(C(=O)c3ccc(Cl)cc3)C2)cs1 (configuration not stated) | -11.9 | 5.0
COc1ccccc1/C=C/C(=O)Nc1cccc(C(C)=O)c1 | 17.4 | -6.0
CCOc1ccc(CCNC(=O)COC(=O)c2ccc(Cl)nc2)cc1OCC | 0.6 | 5.9
COc1ccc(CCN2C(=O)C3C4C=CC(C5CC45)C3C2=O)cc1OC (configuration not stated) | -17.9 | 0.4
O=c1[nH]ncc(N2CCCCCC2)c1Cl | -6.2 | 49.7
CCCCOc1ccc(S(=O)(=O)N2CCN(C)CC2)cc1 | 6.4 | -5.4
CCOc1ccc(/C=C(/NC(=O)c2ccccc2Cl)C(=O)O)cc1 | 7.9 | -3.9
COc1ccc(CC(=O)Nc2cc(=O)n(C)c(=O)n2C)cc1 | -4.3 | 7.6
COc1cc(S(=O)(=O)N2CCCCCC2)ccc1Cl | -12.3 | 9.1
Cc1ccc(-n2c(SCC(=O)Nc3cc(C)on3)nc3c([nH]c4ccccc43)c2=O)cc1 | -16.7 | -1.7
Cc1cc(C)c(S(=O)(=O)N(CC(=O)N2CCOCC2)C2CCCCC2)c(C)c1 | 7.2 | -12.5
O=C(Nc1nncs1)c1cccc(S(=O)(=O)N2CCCC2)c1 | 2.9 | 0.0
CCOC(=O)N1CCN(C(=O)C2CCC(CNS(=O)(=O)c3ccccc3)CC2)CC1 (configuration not stated) | 25.2 | -16.4
Cn1c(=O)[nH]c(=O)c2c1nc(NCCN)n2CCOc1ccccc1 | 8.1 | -1.5
CCC(C)Sc1ccc([C@H]2N[C@@](C)(C(=O)OC)[C@H]3C(=O)N(CC)C(=O)[C@@H]23)cc1OC (some centres not stated) | 9.0 | -13.8
COCCn1nnnc1SCC(=O)Nc1ccc2c(c1)OCO2 | -23.8 | -0.3
NC(=O)NNc1cccc(Cl)n1 | 0.7 | 3.1
OCCNCc1cc(Br)ccc1OCc1ccc(Cl)cc1Cl | 15.9 | -3.2
O=C(COC(=O)c1ccc([N+](=O)[O-])o1)NC1CCCCC1 | 6.4 | -3.0
CCOC(=O)c1cc2c(ccn2C)n1CC(=O)N(C)C | 9.9 | -6.4
Cc1ccc(OCC(=O)OCC(=O)c2cccc([N+](=O)[O-])c2)cc1C | 3.9 | 5.0
O=C(COC(=O)CCc1nc2ccccc2c(=O)[nH]1)Nc1ccc(Cl)cn1 | -5.6 | 5.2
Cc1cccc(-n2nnc3cnn(C)c3c2=O)c1 | -6.5 | -4.2
Cc1cc2c(cc1C)CN(c1ccccc1)C2 | -6.7 | 7.4
COC(=O)CSc1nnc(Cc2cc(=O)[nH]c(=O)[nH]2)n1-c1cccc(OC)c1 | -5.0 | 1.0
COc1cc([N+](=O)[O-])cc(/C=N/NC(=O)c2cccnc2)c1O | -1.5 | -1.7
Cc1noc(NS(=O)(=O)c2ccc(NC(=O)C(Cl)(Cl)Cl)cc2)c1C | 8.0 | -4.8
O=C(CNC(=S)N(Cc1ccc(F)cc1)C1CCCCC1)NCCN1CCOCC1 | -5.1 | 11.7
COc1c(O)cc2oc(-c3ccc(O)cc3)cc(=O)c2c1O | -2.8 | -0.2
O=C(CSc1nn(-c2ccc(Cl)cc2)c(=S)s1)NCC1CCCO1 (configuration not stated) | 10.2 | -10.3
O=C(COC(=O)c1ccc([N+](=O)[O-])o1)Nc1ncc(Cl)cc1Cl | 2.6 | -2.4
CCn1c(SCC(=O)NC2CCCCC2)nc2ccccc2c1=O | 4.6 | -1.4
Cc1ccc(NC2CC(C)NC(=S)N2)cc1 (configuration not stated) | 6.2 | -13.2
COC(=O)[C@@]12CCCCN1[C@H](c1ccc(SC3CCCCC3)c(OC)c1)[C@@H]1C(=O)N(C)C(=O)[C@@H]12 | 12.6 | -1.3
Cc1noc(NS(=O)(=O)c2ccc(NC(=O)c3ccoc3C)cc2)c1C | -3.3 | 4.1
O=C(c1c(F)cccc1F)N1CCC(O)(c2ccc(F)cc2)CC1 | -14.4 | -1.6
CCN(C(=O)COc1ncnc2sccc12)c1ccccc1 | -3.7 | 5.3
CCC(=O)Nc1c(C#N)c2nc3ccccc3nc2n1-c1ccccc1C | -5.6 | 30.4
O=C(NCCN1C(=O)C2C3C=CC(C3)C2C1=O)Nc1ccc(Br)cc1 (configuration not stated) | 7.9 | -4.3
Cc1ccc(OCC(=O)N2CCN(C(=O)c3cccc(F)c3)CC2)cc1 | -13.4 | -0.5
O=C(NC(=O)c1cccc(F)c1)OC[C@@H]1CCCN2CCCC[C@H]12 | 2.3 | 0.8
COc1ccc(N2C(=O)CSC2c2cccc(F)c2)c(OC)c1 (configuration not stated) | -29.4 | 24.4
CCCc1nnc(SCC(=O)N2CCOCC2)n1C | -9.2 | 7.0
Cc1ccc(-c2cn3c(n2)SCC3)cc1 | 0.1 | 0.2
COc1cc(C(C(=O)NC2CCCCC2)N(CCN2CCOCC2)C(=O)C2COc3ccccc3O2)cc(OC)c1OC (configuration not stated) | -0.2 | 4.3
O=C(Cn1c(=O)oc2cc(S(=O)(=O)N3CCc4ccccc43)ccc21)N1CCCCC1 | 1.9 | -19.5
Cc1ccc(Nc2nnc(SCC(=O)NCC3CCCO3)s2)cc1C (configuration not stated) | 12.0 | 3.9
CC(=O)NCCC(=O)Nc1cc(S(=O)(=O)N2CCCCC2)ccc1Oc1cccc(C)c1 | -2.5 | -6.1
[O-]C(=C(C(=S)Nc1cccc2ccccc12)[n+]1cccc(CO)c1)c1ccc(Cl)s1 | -0.6 | 4.0
CCN(CCNC(=O)CS(=O)(=O)Cc1nc(-c2cccc(OC)c2)oc1C)c1ccccc1 | -10.0 | 8.1
COCCNc1nc(-c2cc(C)n(CCc3ccc(OC)cc3)c2C)cs1 | 20.9 | 10.7
O=C(O)CNS(=O)(=O)c1cccc(Cl)c1 | 3.7 | -7.2
O=C(NCCc1c[nH]c2ccccc12)Nc1cccc2ccccc12 | -3.8 | 5.1
CC1=C(C(=O)OC2CCCC(C)C2)C(c2ccccc2)NC(=O)N1 (configuration not stated) | -5.9 | -1.0
COc1ccc(OCCCC(=O)Nc2nnc(C3CCCO3)s2)cc1 (configuration not stated) | 10.4 | -3.3
O=C(Cc1cccc(NC(=O)C2CCCN(C(=O)c3ccccc3)C2)c1)Nc1cccc(C(=O)N2CCOCC2)c1 (configuration not stated) | 31.0 | -1.7

19 successive records out of the list so far, for reference:
SMILES | TAG inh | TAG inh DAPI viability
Cc1noc(NS(=O)(=O)c2ccc(NC(=O)C(Cl)(Cl)Cl)cc2)c1C | 8.0 | -4.8
O=C(CNC(=S)N(Cc1ccc(F)cc1)C1CCCCC1)NCCN1CCOCC1 | -5.1 | 11.7
COc1c(O)cc2oc(-c3ccc(O)cc3)cc(=O)c2c1O | -2.8 | -0.2
O=C(CSc1nn(-c2ccc(Cl)cc2)c(=S)s1)NCC1CCCO1 (configuration not stated) | 10.2 | -10.3
O=C(COC(=O)c1ccc([N+](=O)[O-])o1)Nc1ncc(Cl)cc1Cl | 2.6 | -2.4
CCn1c(SCC(=O)NC2CCCCC2)nc2ccccc2c1=O | 4.6 | -1.4
Cc1ccc(NC2CC(C)NC(=S)N2)cc1 (configuration not stated) | 6.2 | -13.2
COC(=O)[C@@]12CCCCN1[C@H](c1ccc(SC3CCCCC3)c(OC)c1)[C@@H]1C(=O)N(C)C(=O)[C@@H]12 | 12.6 | -1.3
Cc1noc(NS(=O)(=O)c2ccc(NC(=O)c3ccoc3C)cc2)c1C | -3.3 | 4.1
O=C(c1c(F)cccc1F)N1CCC(O)(c2ccc(F)cc2)CC1 | -14.4 | -1.6
CCN(C(=O)COc1ncnc2sccc12)c1ccccc1 | -3.7 | 5.3
CCC(=O)Nc1c(C#N)c2nc3ccccc3nc2n1-c1ccccc1C | -5.6 | 30.4
O=C(NCCN1C(=O)C2C3C=CC(C3)C2C1=O)Nc1ccc(Br)cc1 (configuration not stated) | 7.9 | -4.3
Cc1ccc(OCC(=O)N2CCN(C(=O)c3cccc(F)c3)CC2)cc1 | -13.4 | -0.5
O=C(NC(=O)c1cccc(F)c1)OC[C@@H]1CCCN2CCCC[C@H]12 | 2.3 | 0.8
COc1ccc(N2C(=O)CSC2c2cccc(F)c2)c(OC)c1 (configuration not stated) | -29.4 | 24.4
CCCc1nnc(SCC(=O)N2CCOCC2)n1C | -9.2 | 7.0
Cc1ccc(-c2cn3c(n2)SCC3)cc1 | 0.1 | 0.2
COc1cc(C(C(=O)NC2CCCCC2)N(CCN2CCOCC2)C(=O)C2COc3ccccc3O2)cc(OC)c1OC (configuration not stated) | -0.2 | 4.3

Continuation:
SMILES | TAG inh | TAG inh DAPI viability
C=C(C)C(=O)Nc1ccc(OC(F)(F)C(F)F)c(NC(=O)C(=C)C)c1 | 12.3 | -32.2
Cc1ccccc1OCC(=O)NNC(=O)CCN1C(=O)c2ccccc2C1=O | -2.9 | 12.5
Cc1ccc(NC2CNC(=O)NC2=O)cc1C (configuration not stated) | 13.8 | -4.8
COc1ccc2c(c1)OC13CCCCC1C2C(C(=O)c1ccccc1)C(=O)N3 (configuration not stated) | -13.1 | 6.6
Cc1ccc(/C=N/NC(=O)CN2CCN(S(=O)(=O)c3ccc(Br)cc3)CC2)s1 | 9.9 | -1.4
Cc1c(NC(=O)COc2cccc(Cl)c2Cl)c(=O)n(-c2ccccc2)n1C | -6.3 | 1.6
CCOC(=O)c1nnn(-c2nc(N(C)C)nc(N(C)C)n2)c1C | -2.2 | 12.4
N#Cc1ccccc1NC(=O)C1CC(=O)N(c2ccc3c4c(cccc24)CC3)C1 (configuration not stated) | -6.0 | -1.1
COc1ccc([C@H]2C[C@@H](O)[C@H](n3cc(C4CC4)nn3)CN2C(=O)C2CCCCC2)cc1 | 10.5 | -7.9
NC(=O)NC[C@@H]1CC[C@@H](Cc2ccc(-c3ccccc3)cc2)O1 | 1.3 | -5.3
CC(C)(C)NC(=O)N1CCn2cccc2C1c1ccccc1F (configuration not stated) | -5.3 | -7.7
Cc1cc(C(=O)N2CCCC(CNS(=O)(=O)c3cccs3)C2)nn1C (configuration not stated) | 3.2 | -5.7
COc1ccccc1OCC(=O)N1CCC2(CC1)CC(=O)c1ccccc1O2 | 2.0 | -2.8
CCn1ncc(/C=N/NS(=O)(=O)c2ccc(Cl)cc2)c1C | -15.6 | 9.2
CCSC(=Nc1ccccc1)Nc1ccccc1 | -20.7 | 4.5
CCOc1cc(CNn2cnnc2)cc(Cl)c1OCC(=O)NC(C)(C)C | 10.4 | -5.1
Cc1cc(S(=O)(=O)NC2CC(C)(C)NC(C)(C)C2)c(Cl)cc1Cl | 13.6 | -0.6
C[C@H]1CN([C@@H](C)CO)S(=O)(=O)c2ccc(Br)cc2O[C@@H]1CN(C)C(=O)c1cccnc1 | 8.1 | -6.7
COc1ccc([N+](=O)[O-])cc1NC(=S)NC(C)=O | -4.0 | 6.4
Cc1ccc(/C=N/n2c(-c3cccnc3)n[nH]c2=S)o1 | 8.5 | -6.9
COc1ccc(O)c(C(=O)CC(=O)c2cccnc2)c1 | 12.2 | -0.9
COc1ccc(NC(=O)C2C(c3ccccc3)C2(Cl)Cl)cc1 (configuration not stated) | 11.0 | -5.7
Cc1nc(CCN2C(=O)c3ccccc3C2=O)n[nH]1 | -10.5 | -10.0
CN1CCN(c2ccc(CNS(=O)(=O)Cc3cccc(C(F)(F)F)c3)cc2)CC1 | -13.1 | 0.0
COc1ccc(C(C)=O)c(OC(=O)c2ccco2)c1 | -12.3 | 5.2
C/C(=N\NC(=O)CNc1cccc(Cl)c1C)c1cccs1 | -17.2 | 12.1
O=C(COC(=O)c1cc(S(=O)(=O)N2CCOCC2)ccc1Cl)NCCc1ccccc1 | 4.5 | 3.2
NC(=O)CC(NC(=O)Cc1ccc(Cl)cc1)c1ccc(NCCCN2CCCC2=O)c([N+](=O)[O-])c1 (configuration not stated) | -9.3 | -13.4
Cc1cc(NC(=O)CSc2ncnc3sc(C)c(C)c23)no1 | -7.8 | -2.1
NS(=O)(=O)c1cccc(NC(=O)COC(=O)CN2C(=O)c3ccccc3C2=O)c1 | 1.2 | -3.7
CCN(CC)C(=O)c1cccc(-c2csc(C(O)c3ccc(F)c(F)c3)n2)c1 (configuration not stated) | -55.1 | 14.6
O=C(COC(=O)c1cccc([N+](=O)[O-])c1)Nc1ncc(Br)s1 | -8.2 | 11.9
CC(=O)C1=C(C)Nc2ncnn2C1c1ccc(Cl)cc1Cl (configuration not stated) | 13.1 | -8.8
COC(=O)c1ccccc1NC(=O)CSc1nnc(-c2ccoc2C)n1C | 2.0 | 0.8
CC(Sc1nnc(-c2ccco2)o1)C(=O)Nc1ccc(OC(F)F)cc1 (configuration not stated) | 12.8 | 5.7
CC(C)[C@H](N)C(=O)OCCOCn1cnc2c(=O)[nH]c(N)nc21 | -3.3&2.0 | 3.2&5.1
Cc1cc(NC(=O)CN2CCCC2c2nc3ccccc3s2)no1 (configuration not stated) | 30.4 | 1.6
Cc1ccnc(NC(=O)c2cccc(S(=O)(=O)NCc3ccccc3)c2)c1 | -5.9 | -0.1
CC1(C)Cc2c(cnn2-c2ccccc2)C(NC(=O)CCCN2CCCCC2=O)C1 (configuration not stated) | -22.0 | 2.3
Cc1nnc(SC(C)C(=O)Nc2ccc(S(=O)(=O)N3CCCCC3)cc2)s1 (configuration not stated) | -12.0 | 1.4
CCC(=O)c1cn([C@@H](CCC(OC)OC)CC(=O)OC(C)(C)C)cc1CC | -4.6 | 14.0
O=c1[nH]nc(SCCS(=O)(=O)c2ccc(F)cc2)n1-c1ccccc1 | 8.4 | 0.4
CC(=O)N(c1ccccc1)c1nnc(-c2cnc(C)cn2)s1 | 9.6 | 5.4

This is a subset; the hit share may differ from the screen's.
